Bioassay records from PubChem BioAssay.
TbREL1 primary – TbREL1 RNA ligase inhibitors, primary screen, biochemical, FRET fluorescence; RNA-editing ligase 1, mitochondrial (Trypanosoma brucei brucei), P86926; TbREL1 RNA ligation; inhibition, % at 9.66 µM; actives 0.49% (n = 89,000);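 active = inhibition above the mean inhibition across all screened compounds plus 3 SD, cut at about 11% in these data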;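 also: 0% = plate median of test wells and 100% = NSC42067 control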
Target sequence (P86926 whole entry, looked up): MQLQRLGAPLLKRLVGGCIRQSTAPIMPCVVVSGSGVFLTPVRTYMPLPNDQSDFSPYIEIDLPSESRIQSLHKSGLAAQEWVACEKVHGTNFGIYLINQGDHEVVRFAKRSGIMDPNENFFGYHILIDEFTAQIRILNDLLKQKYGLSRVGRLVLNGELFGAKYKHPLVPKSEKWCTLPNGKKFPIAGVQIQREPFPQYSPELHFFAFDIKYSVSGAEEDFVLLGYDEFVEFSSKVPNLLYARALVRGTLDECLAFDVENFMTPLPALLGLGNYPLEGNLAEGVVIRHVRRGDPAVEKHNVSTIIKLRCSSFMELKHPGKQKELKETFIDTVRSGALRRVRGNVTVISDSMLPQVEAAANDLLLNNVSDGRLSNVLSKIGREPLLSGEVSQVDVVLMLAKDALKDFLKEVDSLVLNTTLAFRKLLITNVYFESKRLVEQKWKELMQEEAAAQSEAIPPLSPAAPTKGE
* = called active by the depositor.

SMILES | TbREL1 primary
COC(=O)[C@]12C[C@H](CC(=O)N3CCN(C(=O)C4CC4)CC3)C(=O)N(CCc3ccc(OC)c(OC)c3)C1=C[C@H](C(C)C)O[C@@H]2C1CC1 | -2
Cc1cccc(CN(C)C[C@H]2OCc3cnnn3CCCC(=O)N([C@H](C)CO)C[C@@H]2C)c1 | -1
Cc1ccc(C2N=C(N)Nc3nc4ccccc4n32)cc1 (stereo unspecified) | 1
Clc1cccc(Cc2c(-c3cccc(Br)c3)nc3ccc(Br)cn23)c1 | 4
CCC1(c2ccc(F)cc2)NC(=O)N(CC(=O)c2ccc[nH]2)C1=O (stereo unspecified) | 6
C/C=C\C(=O)Nc1cccc(C2=NOC3(C2)C[C@@H](C(N)=O)N(C(=O)c2ccc(Cl)cc2)C3)c1 (stereo partly specified) | -4
O=C(O)/C=C/C(=O)NC1CCC(CC2CCC(NC(=O)/C=C/C(=O)O)CC2)CC1 (stereo unspecified) | -5
O=C(c1ccccc1)c1ccc(OCC(O)CN2CCOCC2)cc1 (stereo unspecified) | -2
COc1ccc(OC)c2[nH]c(=O)c(CCNS(=O)(=O)c3ccc(C)cc3)cc12 | 6
CCOC(=O)c1cnc(NCc2ccccc2)nc1C | 1
C/C(CC(=O)Nc1ccc(Cl)c(C(F)(F)F)c1)=N\NC(=O)c1cccc(O)c1 | 0
CCCCC(c1nnnn1CS(=O)(=O)c1ccc(C)cc1)N1CCC(C(N)=O)CC1 (stereo unspecified) | -1
O=C(Cc1n[nH]c(=O)c2ccccc12)Nc1cc(C(F)(F)F)ccc1-n1cncn1 | -4
COc1ccc(NC(=O)c2cc(-c3ccc(C)cc3)on2)cc1 | 0
c1ccc(N2CCN(c3ccccc3)C2c2cccs2)cc1 | -3
COc1ccc(/C(C)=N/Nc2ncc(Cl)cc2Cl)c(O)c1 | 3
O=C1N(Nc2ccccc2)C(c2ccc(Br)cc2)C12CCCCC2 (stereo unspecified) | 2
CCOc1ccc(N2C(=O)C3ON(c4ccccc4)C(c4cccs4)C3C2=O)cc1 (stereo unspecified) | 9
Cc1cccc(NC(=O)c2ccccc2OCC(=O)c2ccc(F)cc2)c1 | 0
COc1ccc(C(CNC(=O)COc2ccccc2OC)N(C)C)cc1OC (stereo unspecified) | 2
CN1C(=O)c2cccc(NCCCCCCN3C(=O)c4ccccc4C3=O)c2C1=O | 2
COc1ccccc1Cn1c(/C=C/c2ccccc2)nc2ccccc21 | 2
Cc1ccc(N2CC(C(=O)Nc3ccccc3C(=O)N3CCOCC3)CC2=O)cc1 (stereo unspecified) | 1
Clc1ccccc1OCc1nnc(-c2ccccc2)o1 | 5
FC(F)(F)c1nc2ccccc2[nH]1 | 3
COC(=O)c1cn(NC(=O)c2ccc([N+](=O)[O-])cc2Cl)c(=O)c2ccccc12 | 0
CC(C)OC(=O)c1ccc(NC(=O)c2ccccc2)cc1 | -1
CCOc1cc(C(=O)N2CCc3cc(OC)c(OC)cc3C2)ccc1OC(F)F | -5
CC1CCCCC1NS(=O)(=O)CCNC(=O)c1ccccc1 (stereo unspecified) | -1
O=C(CCCn1c(=S)[nH]c2cc3c(cc2c1=O)OCO3)N1CCN(c2ccc(F)cc2)CC1 | -4
COC(=O)[C@@H]1C[C@H]2CC[C@H](O)C[C@H]2N1Cc1ccc(Cl)cc1 | 3
CCN(CC)c1ccc(/C=N/N2CCN(Cc3ccc(C)cc3C)CC2)c(O)c1 | -2
CC(=O)N(C)c1nnc(-c2ccccn2)s1 | 6
CCn1c(SCC(=O)NCC2CCCO2)nnc1-c1ccc(Cl)cc1 (stereo unspecified) | 1
Cc1ccc(S(=O)(=O)N2CCN(C(=O)C3Cc4ccccc4CN3C(=O)c3ccco3)CC2)cc1 (stereo unspecified) | 7
CC(Cc1ccccc1)C(=O)NCCO (stereo unspecified) | 0
CCN(CC)c1ncnc2sc(C(=O)N3CCN(c4ccccc4)CC3)c(C)c12 | 0
Cc1nn(CC(=O)Nc2ccc(N3CCOCC3)cc2)c(C)c1[N+](=O)[O-] | -7
COc1ccc([N+](=O)[O-])cc1NC(=O)CSc1nc(C)cc(C)n1 | 3
Cc1cc(C)cc(-c2nnc(SCC(=O)c3c(N)n(C4CC4)c(=O)[nH]c3=O)o2)c1 | 4
COc1ccc(/C=N/NC(=O)C(=O)N2CCCC2)cc1OC | -1
CCOC(=O)c1c(NC(=O)CSc2nnnn2C)sc(CC)c1C | 0
CC(=O)c1c(C)[nH]c(C(=O)OCC(=O)Nc2cccc(S(=O)(=O)N3CCCC3)c2)c1C | -4
COC(=O)c1[nH]c2ccc(Cl)cc2c1NC(=O)CCN1CCOCC1 | -3
C=CCn1c(C)nnc1SCC(=O)Nc1ccccc1C(=O)NC1CC1 | 5
CC(=O)Nc1ccc(S(=O)(=O)N2CCCC3CCCCC32)cc1 (stereo unspecified) | 0
Cc1cc(C)cc(NC(=S)/C(=C(\[O-])c2ccc(Cl)cc2Cl)[n+]2ccc(C(C)(C)C)cc2)c1 | -3
C[C@H](CO)N1C[C@H](C)[C@@H](CN(C)C(=O)c2cnccn2)Oc2ncc(Br)cc2C1=O | -2

(more compounds)
structure	TbREL1 primary
COc1ccc(CCNC(=S)NC(=O)c2ccccc2)cc1OC	1
CCN(CC)c1ccc(/C=N/N2C(C)CCCC2C)c(O)c1 (stereo unspecified)	-6
CC(Cc1ccccc1)NC(=O)CN1C(=O)c2ccccc2S1(=O)=O (stereo unspecified)	1
Cc1ccc2nc(SCC(=O)Nc3oc(C)c4c(C)n[nH]c(=O)c34)[nH]c2c1	2
C/C(=N\N1C(=O)c2ccccc2NC1c1ccco1)c1ccccc1O (stereo unspecified)	2
CC(O)[C@H]1CNCCN1CCc1cc(C(F)(F)F)cc(C(F)(F)F)c1 (stereo partly specified)	7
COc1ccccc1-n1c(SCC(=O)Nc2cccc(C)c2)nc2c(c1=O)SCC2	-3
CC(C)C(=O)Nc1ccc(Cl)cc1-c1nc2ccccc2[nH]c1=O	0
O=C(CCNS(=O)(=O)c1cccs1)NC1CCN(Cc2ccccc2)CC1	1
Cc1ccc(Cl)cc1N1CCN(C(=O)C2CCN(S(=O)(=O)c3cnc[nH]3)CC2)CC1	-2
CCN(CC)c1ccc(NC(=O)C2=CCN(S(=O)(=O)c3ccc(F)cc3)CC2)c(C)c1	-5
Cc1ccc(NC(=O)C2CCN(S(=O)(=O)c3ccc4[nH]c(=O)oc4c3)CC2)cc1F	-1
COC(=O)c1ccc(NC(=O)c2cn(-c3cccc(C)n3)cn2)cc1	1
c1ccc(COc2ccc(OCCOCCn3cncn3)cc2)cc1	-1
COc1ccccc1CNC(=O)[C@@H]1CCCN1C(=O)C1CCN(S(=O)(=O)c2ccc(C)cc2)CC1	1
O=C(Cn1c(=O)n(-c2cccc(C(F)(F)F)c2)c(=O)c2sccc21)NCC1CCCO1 (stereo unspecified)	2
CN(C)/C=C(/C(=O)c1ccc(Cl)cc1Cl)S(=O)(=O)c1ccc(Cl)cc1	0
CC1(C)C2CCC1(CS(=O)(=O)NC(CC(=O)O)c1cccc(Br)c1)C(=O)C2 (stereo unspecified)	0
O=C(Cn1cc(C(=O)c2ccco2)c2ccccc21)Nc1ccccc1F	1
COCCNC(=S)N/N=C(\C)c1ccccc1O	10
CCc1ccc(N2CC(C(=O)Nc3nc4ccc(S(C)(=O)=O)cc4s3)CC2=O)cc1 (stereo unspecified)	4
Cc1nc2ccccc2nc(C)c1=NOCc1cccc(Cl)c1	5
O=C(NCc1ccco1)c1cc(-c2ccccc2)nn1CC1CC(c2cccc([N+](=O)[O-])c2)=NO1 (stereo unspecified)	-1
CC(=O)N1CCN(C(=S)Nc2ccc(SC(F)F)cc2)CC1	-3
O=C(NC1CC1)c1sc2cc(F)ccc2c1Cl	3
CC(=O)c1c(N2CCN(Cc3ccccc3)CC2)nc(=S)n(Cc2ccccc2)c1C	-4
Cc1ccc(-c2cc(C(=O)N/N=C/c3ccc([N+](=O)[O-])o3)c3ccccc3n2)o1	10
COc1ccccc1-c1cc(C(=O)Nc2cc(C)nn2-c2ccccc2)no1	-2
Cc1nc(C(=O)Nc2ccc(Cl)cc2)sc1C1(C)CC(c2ccccc2)=NO1 (stereo unspecified)	1
COC(=O)[C@]12C[C@H](CC(=O)NCc3ccc(OC)c(OC)c3)C(=O)N(CCC3=CCCCC3)C1=C[C@H](C1CCCC1)O[C@@H]2C	-2

14 compounds out of the list, sorted by length of the SMILES, lowest first.
structure	TbREL1 primary
CC(=O)N(C)c1nnc(-c2ccccn2)s1	6
CCOC(=O)c1cnc(NCc2ccccc2)nc1C	1
CC(=O)N1CCN(C(=S)Nc2ccc(SC(F)F)cc2)CC1	-3
COc1ccccc1Cn1c(/C=C/c2ccccc2)nc2ccccc21	2
CCn1c(SCC(=O)NCC2CCCO2)nnc1-c1ccc(Cl)cc1 (stereo unspecified)	1
COC(=O)c1[nH]c2ccc(Cl)cc2c1NC(=O)CCN1CCOCC1	-3
Clc1cccc(Cc2c(-c3cccc(Br)c3)nc3ccc(Br)cn23)c1	4
COc1ccc([N+](=O)[O-])cc1NC(=O)CSc1nc(C)cc(C)n1	3
CCN(CC)c1ncnc2sc(C(=O)N3CCN(c4ccccc4)CC3)c(C)c12	0
Cc1nn(CC(=O)Nc2ccc(N3CCOCC3)cc2)c(C)c1[N+](=O)[O-]	-7
CC(=O)c1c(N2CCN(Cc3ccccc3)CC2)nc(=S)n(Cc2ccccc2)c1C	-4
CN(C)/C=C(/C(=O)c1ccc(Cl)cc1Cl)S(=O)(=O)c1ccc(Cl)cc1	0
O=C(Cc1n[nH]c(=O)c2ccccc12)Nc1cc(C(F)(F)F)ccc1-n1cncn1	-4
Cc1ccc(-c2cc(C(=O)N/N=C/c3ccc([N+](=O)[O-])o3)c3ccccc3n2)o1	10

Other structures:
structure	TbREL1 primary
CNC[C@H]1Oc2c(NS(=O)(=O)c3ccccc3)cccc2C(=O)N([C@H](C)CO)C[C@@H]1C	2
Cc1ccc(-c2nnc(SCC(=O)Nc3cccc(C(=O)N4CCOCC4)c3)n2C)cc1	1
COc1ccc(NC(=O)Cn2c(=O)n(-c3ccc(OC)cc3OC)c(=O)c3c(C)c(C)sc32)cc1	-2
CC(C)=CC(=O)OCc1csc(CC(=O)Nc2ccccc2C)n1	2
Cc1cccc(C)c1OCC(O)Cn1c2ccccc2c2ccccc21 (stereo unspecified)	4
CC(C)c1ccc(N=C2NN=C(c3cccs3)CS2)cc1	-3
CCOc1cc(C(=O)NC(C)CC)cc(OCC)c1OCC (stereo unspecified)	-1
O=C(C1CCN(S(=O)(=O)N2CCOCC2)CC1)N1CCN(c2ccccc2F)CC1	1
CC(C)CC(c1nnnn1CC1CCCO1)N1CCN(c2cccc(Cl)c2)CC1 (stereo unspecified)	-4
C=CCOC(=O)C1=C[C@@H](c2ccc(Br)cc2)C[C@@H](OCCCCO)O1	-3
COc1ccc(NC(=O)CSCC(=O)N(C)CC(=O)Nc2c(C)cccc2C)cc1	2
CCC1Nc2ncnc(N3CCOCC3)c2N(Cc2ccc(OC)cc2)C1=O (stereo unspecified)	-3
O=C(c1cccn(Cc2ccc(Cl)c(Cl)c2)c1=O)N1CCOCC1	3
Cc1onc(-c2ccccc2)c1C(=O)Nc1nc(-c2ccccc2)cs1	4
Cn1cccc1/C=C1\SC(=S)N(NC(=O)c2ccccc2)C1=O	4
CCOC(=O)C1CCCN(C(=O)c2ccc(Cl)cc2)C1 (stereo unspecified)	-3
CCC(C)(C)NC(=O)C(c1ccc(C)cc1)N(CC1CCCO1)C(=O)CNC(=O)c1cccs1 (stereo unspecified)	2
NNC(=O)c1cc2cc3ccccc3nc2s1	3
CCCCn1nc(C(=O)OCC(=O)Nc2sccc2C(N)=O)c2ccccc2c1=O	2
O=C(CSc1nnc(-c2ccc(O)cc2)o1)NNC(=O)c1ccncc1	1
Cc1c(N)cccc1-n1cnnn1	1
CCOC(Cn1cc([N+](=O)[O-])c(=O)[nH]c1=O)OCC	1
CC(C)CCNC(=O)c1onc(CSc2ccc(Cl)cc2)c1C(=O)NCCC(C)C	9
COc1ccc(Cc2nnc(SCC(=O)Nc3nc(C)cs3)o2)cc1	-3
COc1ccc(N2C(=O)C(CC(=O)O)S/C2=C\C(C)=O)cc1 (stereo unspecified)	-1
CCCNC(=O)C1(C)CCN(Cc2ccc(Oc3ccccc3)cc2)C1 (stereo unspecified)	-3
COc1ccc(S(=O)(=O)N2CCN(C(=O)c3ccccn3)CC2)cc1	5
C=CCNC(=O)c1ccc(C)cc1Cl	4
O=C(NNS(=O)(=O)c1ccccc1)c1ccc(O)cc1	-1
Cc1cccc(OCC(=O)N/N=C/c2cc([N+](=O)[O-])ccc2N2CCOCC2)c1	1
O=Cc1c(-[n+]2ccccc2)nc([O-])n1-c1ccccc1	-1
COCCn1nnnc1C(c1ccccc1)N1CCN(C)CC1 (stereo unspecified)	1
CCN(CC)S(=O)(=O)c1ccc(C(=O)Nc2ncn(Cc3ccccc3)n2)cc1	-3
NC(=O)c1nnsc1Sc1c(C(N)=O)nnn1-c1cccc(N)c1	-1
Cc1cccc(NC(=O)COC(=O)c2cccc3c2C(=O)c2ccccc2C3=O)c1C	-1
O=C(COC(=O)C12CC3CC(CC(C3)C1)C2)Nc1nccs1	4
Cc1cc(Nc2ccccc2O)c2ccccc2n1	1
COc1ccc(OC)c(N2C(N)=NC(N)=NC23CCCC3)c1	1
CC(=O)Oc1cccc(N2C(=O)C3CC=C(Cl)CC3C2=O)c1 (stereo unspecified)	1
Cc1ccc(OCCNC(=O)CCNS(=O)(=O)c2ccc(C)cc2)cc1	2
COc1ccc(C2C(C(=O)Nc3cccnc3)=C(C)Nc3nc(-c4ccco4)nn32)cc1 (stereo unspecified)	4
Cc1c(CCC(=O)N[C@@H](CCCNC(N)=O)C(=O)O)c(=O)oc2cc3oc4c(c3cc12)CCCC4	-3
CNS(=O)(=O)c1cccc(C(=O)OCC(=O)Nc2ccccc2F)c1	4

These rows are one share of the data, so the mix of outcomes need not match the whole.
